Screens from PubChem.
SKKanGAS inh: SKKanGAS growth inhibition | inhibition, % at 7.5 µM | actives 1.3% (n = 300,000) | AID 1662 | S. pyogenes SKKanGAS, kanamycin growth, BacTiter-Glo, 6 h;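 active = mean replicate score, as percent of positive control median, at least 50; inconclusive = mean below 50 but one replicate at or above 50; inactive = mean and every replicate below 50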;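 note: strain carries kanamycin resistance gene driven by streptokinase promoter and grows in 40 µg/ml kanamycin; loss of luminescence reflects streptokinase promoter inhibition or plain growth inhibition; 0% = median of DMSO wells and 100% = positive control at its reference dose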
Platelet DG rel: modulates dense granule release in human platelets | human platelet-rich plasma, SFLLRN dense granule ATP release, luminescence | inhibition, %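 (compounds screened at 7.5 µM in platelet-rich plasma)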 | actives 0.22% (n = 300,000);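 active = mean replicate score, as percent of positive control, at or above 50; inconclusive = mean below 50 but at least one replicate at or above 50; inactive = mean and every replicate below 50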
RGS4 inh: human RGS4 inhibition | HEK293 M3R/RGS4 inducible, Fluo-4 calcium flux; hits give high values; triggered by carbachol at its EC20 | B-score at 10 µM | actives 0.45% (n = 310,000);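 active = B-score, a plate-corrected calcium signal, over three deviations above library mean, with baseline fluorescence within five deviations of library mean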;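 note: RGS4 expression induced by doxycycline in cells with stable M3 receptor; B-score is computed from the integrated fluorescence ratio over baseline after carbachol; higher B-score means a larger calcium signal and so more RGS4 inhibition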
Target sequence (P49798 whole entry, looked up): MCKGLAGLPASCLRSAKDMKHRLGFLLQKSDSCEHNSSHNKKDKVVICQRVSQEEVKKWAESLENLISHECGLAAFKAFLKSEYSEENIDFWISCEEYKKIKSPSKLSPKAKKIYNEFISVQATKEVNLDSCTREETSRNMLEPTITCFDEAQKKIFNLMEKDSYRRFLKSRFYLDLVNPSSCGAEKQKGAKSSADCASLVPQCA
MrgX1 allo act: human MrgX1 positive allosteric modulation, primary screen; Q96LB2; MrgX1-HEK293, Fluo-4 calcium flux, FDSS; hits give high values; B-score at 10 µM; actives 0.63% (n = 310,000); AID 588675;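 active = plate-corrected calcium response at least 3 library SD above typical, normal starting fluorescence, not activating the receptor alone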;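 note: compound read alongside a low EC10 to EC30 dose of BAM8-22 agonist; peak minus trough fluorescence over baseline measured at the second addition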
Target sequence (Q96LB2 whole entry, looked up): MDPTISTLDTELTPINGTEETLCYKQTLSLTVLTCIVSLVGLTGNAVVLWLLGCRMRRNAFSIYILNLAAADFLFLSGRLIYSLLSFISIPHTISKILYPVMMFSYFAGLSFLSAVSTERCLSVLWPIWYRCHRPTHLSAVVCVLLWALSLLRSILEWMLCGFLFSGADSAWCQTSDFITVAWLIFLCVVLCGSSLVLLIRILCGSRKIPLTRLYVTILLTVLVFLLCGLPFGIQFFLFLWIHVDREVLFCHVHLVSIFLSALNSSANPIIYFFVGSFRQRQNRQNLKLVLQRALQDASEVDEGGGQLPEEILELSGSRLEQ
TRPC6 activator: activates the mouse TRPC6 cation channel; Q61143; HEK293-TRPC6 membrane potential dye fluorescence; hits give high values; B-score at 10 µM; actives 0.13% (n = 310,000);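 active = B-score of the integrated fluorescence ratio above library mean plus 3 SD, and starting fluorescence ratio within library mean plus 5 SD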;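 note: higher score means more depolarization so channel activation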
TRPC4 inh: inhibitors of mouse TRPC4 channel; actives 0.39% (n = 300,000); Q9QUQ5; AID 2247; HEK293 TRPC4beta/mu-opioid, DAMGO-evoked Fluo4 calcium flux; hits give low values; B-score at 10 µM;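 active = B-score over 3 SD under the library average, no early fluorescence shift, positive overall ratio signal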
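Assay system: Stable TRPC4beta/mu-opioid receptor HEK293 cells | Reagent: DAMGO in two steps, submaximal then maximal | Compound dosing: Single concentration per test compound | Signal: Fluo4 Ca2+ flux fluorescence | Evaluation: Per-well B score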
MrgX1 antag: antagonists of human MrgX1 receptor. actives 1.3% (n = 310,000). B-score at 10 µM. MRGX1-HEK293 calcium flux, Fluo-4, BAM8-22 antagonism; hits give low values. Q96LB2. AID 588676;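 active = calcium-response B-score plate-corrected more than 3 library SD below zero, starting fluorescence within 5 deviations, no agonist response on first addition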;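 note: peak minus trough fluorescence over baseline after final BAM8-22 challenge near maximal dose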
MrgX1 ag: human MrgX1 receptor agonism, primary screen. Q96LB2. MrgX1-HEK293 cells, Fluo-4 calcium fluorescence, agonist mode; hits give high values. B-score at 10 µM. actives 0.44% (n = 310,000). AID 588627;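 active = calcium response B-score plate-corrected fluorescence ratio at least 3 library SD, with starting fluorescence B-score inside 5 SD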
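Test system: Stable human MrgX1 HEK293 cell line | Schedule: Overnight plating before 1 h dye loading | Read-out basis: Baseline-normalised fluorescence change ratio, B-scored | Detection: Kinetic calcium dye fluorescence, Fluo-4 NW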
TRPC6 inhibitor: inhibitors of mouse TRPC6 channel; Q61143; HEK293-TRPC6, membrane potential dye, ACh-evoked depolarization; hits give low values; B-score at 10 µM; actives 1.1% (n = 310,000); AID 2553;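 active = B-score under library mean minus 3 SD, initial fluorescence not abnormally high, positive integrated signal ratio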;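 note: B-score derived from integrated fluorescence ratio over the kinetic read; more negative B-score means stronger inhibition of depolarization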
RGS4 act: potentiators or activators of RGS4; HEK293 M3R/inducible RGS4, carbachol calcium flux Fluo4; hits give low values; B-score at 10 µM; actives 0.92% (n = 310,000);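 active = B-score of the integrated calcium signal more than 4 SD below the library mean, with starting fluorescence not abnormally high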;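 note: negative B-score means reduced calcium response which marks RGS4 activation or potentiation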
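System: HEK293 FlpIn-TREx cells, stable M3R, doxycycline-inducible RGS4. Timing: overnight RGS4 induction, 30 min dye load 37 °C, 20 min compound RT. Also added: carbachol, ECmax concentration. Measured by: Fluo4 fluorescence kinetic imaging of calcium. Evaluation: integrated calcium ratio converted to B score.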
HIF activator: HIF pathway transcriptional activation; AID 1910; U2OS HRE-luciferase reporter, luminescence; normalized: DMSO 0%, desferrioxamine 100%; actives 0.32% (n = 300,000); activation, % at 7.5 µM (by protocol);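 active = mean activation of at least 10% of the iron chelator positive control signal, with at least half of replicates also reaching 10%; inconclusive = mean and replicate majority disagree about reaching 10%; inactive = mean and most replicates under 10%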
An asterisk follows results filed as active; i = inactive; ? = inconclusive; / = not tested or not shown.

SMILES	SKKanGAS inh	Platelet DG rel	RGS4 inh	MrgX1 allo act	TRPC6 activator	TRPC4 inh	MrgX1 antag	MrgX1 ag	TRPC6 inhibitor	RGS4 act	HIF activator
O=C(NCCN1CCc2ccccc2C1)C1CCN(S(=O)(=O)N2CCCCC2)CC1	-2	-6	i	i	i	i	i	i	i	i	-0.2
COc1ccc(CN2C(=O)C(Cc3ccccc3)Nc3ncnc(N4CCCCC4)c32)cc1 (configuration not stated)	5	0	i	i	i	i	i	i	i	i	0.3
COc1ccccc1/C=C\C=N\NC(=O)CCn1nnc2ccccc21	-4	2	i	i	i	i	i	i	i	i	-0.2
O=C(Nc1ccc2c(c1)OCCO2)C1CCN(c2ncccn2)CC1	1	17	i	i	i	i	i	i	i	i	0.4
Cn1c(C2=C(O)CN(c3ccc4c(c3)OCCO4)C2=N)nc2ccccc21	-5	-5	i	i	i	i	i	i	i	i	/
COc1ccc(C2NC(=S)N(c3ccccc3)C(C)=C2C(=O)Nc2ccccc2)cc1 (configuration not stated)	4	2	i	i	i	i	i	i	i	i	1.9
O=C(C(Cc1ccccc1)n1cccc1)N1CCN(c2cccc(Cl)c2)CC1 (configuration not stated)	10	-1	i	i	i	i	i	i	i	i	-0.4
Cc1ccc2oc(=O)c3cnn(CC(=O)NCCCOC(C)C)c3c2c1	-4	6	i	i	i	i	i	i	i	i	-0.3
O=c1c2ccccc2nc2n1CCC2O (configuration not stated)	0	4	i	i	i	i	i	i	i	i	-0.2
O=C(NCCCCCCNC(=O)C1CCCC1)C1CCCC1	10	0	i	i	i	i	i	i	i	i	0.0
CC(C)c1ccc(NC(=O)C2C3C=CC(CC3)C2C(=O)O)cc1 (configuration not stated)	-6	/	i	i	i	i	i	i	i	i	/
Nc1sc(-c2ccccc2)n[n+]1Cc1cccc2cccnc12	6	4	i	i	i	i	-4.7*	i	i	-7.1*	1.7
CCOc1ccc2nc(NC(=O)C3CCCN(S(=O)(=O)c4cccc5nonc45)C3)sc2c1 (configuration not stated)	?	3	i	i	i	i	i	i	i	i	0.1
Cc1occc1-c1nnc(SCc2nnc(-c3ccc(Cl)cc3)o2)n1C	-3	1	i	i	i	i	i	i	i	i	1.1
CCOC(=O)CNC(=O)Cn1cnc2ccc(S(=O)(=O)N3CCC(C)CC3)cc2c1=O	-4	-4	i	i	i	i	i	i	i	i	-0.2
Cc1cc2cc(CNC(=O)CCC(=O)O)ccc2[nH]1	-4	3	i	i	i	i	i	i	i	i	-0.5
CCN(CC)S(=O)(=O)c1ccc2c(c1)oc(=O)n2CC(=O)N(C)C1CCCCC1	-4	-6	i	i	i	i	i	i	i	i	-0.7
Cc1cc(C(=O)OCC(=O)N2CC(C)OC(C)C2)c2ccccc2n1 (configuration not stated)	-3	0	i	i	i	i	i	i	i	i	1.1
C/C=C/C(=O)OCC(=O)Nc1ccc(F)cc1Cl	8	2	i	i	i	i	i	i	i	i	-1.2
COc1cccc(-n2c(C)n[nH]c2=O)c1	-2	-3	i	i	i	i	i	i	i	i	-0.1
Cc1oc(-c2cccs2)nc1CS(=O)CC(=O)NCCCN1CC(C)CC(C)C1 (configuration not stated)	-4	0	i	i	i	i	i	i	i	i	-0.2
Cc1coc2c1c(C)cc1oc(=O)c(CC(=O)NCC(=O)N[C@H](C(=O)O)C(C)C)c(C)c12	2	-6	i	i	i	i	i	i	i	i	0.0
O=C(COc1ccc2c(c1)CCC2)N1CCc2ccccc21	1	4	i	i	i	i	i	i	i	i	5.5
Clc1cc(Cl)c2nc(N3CCCC3)sc2c1	-12	5	i	i	i	i	i	i	i	i	3.5
CS(=O)(=O)N(CC(=O)NCC1CCCO1)c1cccc([N+](=O)[O-])c1 (configuration not stated)	-8	5	i	i	i	i	i	i	i	i	-0.8
Cc1cccc(NC(=O)c2ccc3c(=O)n4c(nc3c2)CCCCC4)n1	-14	8	i	i	i	i	i	i	i	i	-0.4
Cc1ccc(-c2nn(-c3ccccc3)cc2C2CC(c3ccccc3)=NN2C(=O)CCC(=O)O)cc1 (configuration not stated)	1	2	i	i	i	i	i	i	i	i	-0.1
CC(C)(C)C(=O)NC(=S)Nc1sc2c(c1C(N)=O)CCC2	-12	-4	i	i	i	i	i	i	i	i	3.0
Cc1ccc(CN2CN(S(=O)(=O)c3cccs3)c3nc4ccccc4nc32)cc1	?	3	i	i	i	i	i	i	i	i	1.2
COc1ccccc1C(=O)Nc1ccc2c(C)cc(=O)oc2c1	-4	-12	i	i	i	i	i	i	i	i	-26
CCc1ccc(S(=O)(=O)N2CCCC(N3CCN(c4ccc(OC)cc4)CC3)C2)cc1 (configuration not stated)	-2	-1	i	i	i	i	i	i	i	i	0.2
CCOC(=O)N1CCC(Nc2c(NCCCN3CCN(CC)CC3)c(=O)c2=O)CC1	-17	-8	i	i	i	i	i	i	i	i	0.9
CN(C)C(=O)c1c(NC(=O)c2ccccc2)sc2c1CCC2	-6	/	i	i	i	i	i	i	i	i	-1.2
Cc1cc(=O)oc2cc(O)c(N=Nc3ccccc3)cc12	-9	20	i	i	i	i	i	i	i	i	-0.6
O=C(CCc1ccc(S(=O)(=O)N2CCOCC2)cc1)NCCCN1CCCC1=O	-9	-1	i	i	i	i	i	i	i	i	0.0
CC(C)c1cc(=O)[nH]c(N2CCN(Cc3ccc4c(c3)OCO4)CC2)n1	5	-4	i	i	i	i	i	i	i	i	-0.3
CS(=O)(=O)N(Cc1ccc(C(=O)NN=C2CCCC2)cc1)c1ccccc1	0	3	i	i	i	i	i	i	i	i	0.4
CCOC(=O)N1CCN(C/C(C)=C/c2ccccc2)CC1	/	9	i	i	i	i	i	i	i	i	0.0
C=C(CC1([C@@H](NP(=O)(c2ccccc2)c2ccccc2)[C@H]2C[C@@H]2CCCC)CC1)c1ccccc1	77*	4	i	i	i	i	-4.8*	i	i	i	-2.3
O=C(CP(=O)(c1ccccc1)c1ccccc1)Nc1nc2ccccc2s1	-4	0	i	i	i	i	i	i	i	i	0.3
CC(C)CCNC(=O)CN(C(=O)CCC(=O)Nc1ccccn1)c1ccc(F)c(Cl)c1	-12	-5	i	i	i	i	i	i	i	i	0.1
OCC(Cc1ccccc1)NCc1ccccc1C(F)(F)F (configuration not stated)	2	-3	i	i	i	-6*	i	i	i	i	-0.2
COc1ccc(N2CCN(C(CNC(=O)COc3ccccc3)c3ccco3)CC2)cc1 (configuration not stated)	-2	2	i	i	i	i	i	i	i	i	0.2
O=C(CSc1nnc(C2CC2)n1-c1ccccc1)Nc1ccc(N2CCOCC2)cc1	-2	?	i	i	i	i	i	i	i	i	-0.3
CC(=O)N1CCN(C(=O)c2ccc(S(=O)(=O)Nc3ccccc3Cl)cc2)CC1	-5	-9	i	i	i	i	i	i	i	i	-0.4
O=C(Oc1ccc(C(=S)N2CCOCC2)cc1)c1ccccc1[N+](=O)[O-]	-3	-2	i	i	i	i	i	i	i	i	-33
O=C1C2CCCN2C(=O)N1CCCN1CCN(c2cccc(Cl)c2)CC1 (configuration not stated)	-4	21	i	i	i	i	i	i	i	i	-0.5
Nc1c(N(CCO)C(=O)/C=C/c2ccco2)c(=O)[nH]c(=O)n1Cc1ccccc1	3	13	i	i	i	i	i	i	i	i	-0.2
Cc1cc(NC(=O)c2cccc(S(=O)(=O)N3CCC(C)CC3)c2)no1	11	-8	i	i	i	i	i	i	i	i	-0.1
CC1CN=C2C(C(=O)Nc3ccccc3)=C(O)CC(c3ccccc3)N21 (configuration not stated)	-3	-10	i	i	i	i	i	i	i	i	/
CC1(C)CC(NS(=O)(=O)OCC(Cl)(Cl)Cl)c2cc(C#N)ccc2O1 (configuration not stated)	4	-1	i	i	i	i	i	i	i	i	0.2
COCC(=O)N/N=C/c1c(C)[nH]n(-c2ccccc2)c1=O	12	0	i	i	i	i	i	i	i	i	0.1
N#Cc1nc(N2CCOCC2)nc(N2CCOCC2)n1	-12	-4	i	i	i	i	i	i	i	i	-1.0
COc1cc(/C=N/Nc2nn3cnnc3c3ccccc23)ccc1O	1	23	i	i	i	i	i	i	i	i	-0.1
CCOC(=O)CNC(=O)C12CC3CC(C1)CC(c1ccc(C)cc1)(C3)C2	-15	-6	i	i	i	i	i	i	i	i	0.1
CCOC(=O)CC(NC(=O)Cn1nnc(-c2ccccc2F)n1)c1ccc(OC)cc1 (configuration not stated)	-8	2	i	i	i	i	i	i	i	i	0.4
O=C(CCC(=O)OCc1ccc([N+](=O)[O-])cc1Cl)Nc1ccccc1	-2	3	i	i	i	i	i	i	i	i	0.8
CN(C)CCCNc1nc2sc3c(c2c(=O)n1CCc1ccccc1)CCCCC3	3	17	i	i	i	i	i	i	-7*	i	-0.7
COC(=O)Cc1c(C)nc2nc(NCc3ccccc3OC)[nH]n2c1=O	-5	-4	i	i	i	i	i	i	i	i	-0.2
CCC(=O)Nc1nc(=S)ss1	-10	-10	i	i	i	i	i	i	i	i	0.1

Some values from the list:
Value for `CC1CN=C2C(C(=O)Nc3ccccc3)=C(O)CC(c3ccccc3)N21` (configuration not stated) under SKKanGAS inh: -3
Value for `Cc1cc(NC(=O)c2cccc(S(=O)(=O)N3CCC(C)CC3)c2)no1` under SKKanGAS inh: 11

Next part
SMILES	SKKanGAS inh	Platelet DG rel	RGS4 inh	MrgX1 allo act	TRPC6 activator	TRPC4 inh	MrgX1 antag	MrgX1 ag	TRPC6 inhibitor	RGS4 act	HIF activator
CCCSC1=C(C#N)C(c2cccs2)CC(=O)N1 (configuration not stated)	11	1	i	i	i	i	i	i	i	i	-0.2
O=C(NC(=S)Nc1ccc(Cl)cn1)c1cccs1	-12	5	i	i	i	i	i	i	i	i	2.4
CCc1nc2ccccc2c(C(=O)NCc2ccc(OC)cc2)c1C	11	9	i	i	i	i	i	i	i	i	0.5
CCCCNC(=O)CNC(=S)N(Cc1ccccc1)Cc1cccs1	-1	8	i	i	i	i	i	i	i	i	-0.9
C/C=C/c1ccc(OCC(=O)Nc2ccc(OC)c(OC)c2)c(OC)c1	-7	14	i	i	i	i	i	i	i	i	0.3
